# Screening data deposited in PubChem by NCI.
# Growth percent in the NCI-60 one-dose screen (48 h, 10 µM unless noted): 100 = growth as untreated, 0 = no growth, -100 = all killed.
# HOP-92 – HOP-92 NSCLC cells; 6.3% of 71,000 active; AID 1794738
# EKVX – EKVX NSCLC. 3% of 71,000 active. AID 1794765
# A549/ATCC – A549/ATCC NSCLC; 3.7% of 81,000 active; AID 1794740
# CCRF-CEM – CCRF-CEM leukemia | AID 1794778 | 7% of 77,000 active
# M14 – M14 melanoma. 6.2% of 80,000 active. AID 1794745
# MOLT-4 – MOLT-4 leukemia cells; 6.9% of 80,000 active; AID 1794779
# RPMI-8226 – RPMI-8226 leukemia cells; 7.5% of 77,000 active
# HOP-62 – HOP-62 NSCLC; 3.9% of 80,000 active
# The depositor's hits bear a star; . = not tested or not shown; & = joins results of further samples; [ ] = remark or other dose. Rule for the calls: active = growth percent below 10; inactive = the rest.
# Values run as follows: HOP-92 | EKVX | A549/ATCC | CCRF-CEM | M14 | MOLT-4 | RPMI-8226 | HOP-62
- CCOC(=O)/C(C#N)=C\Nc1ccc2ncnc(Nc3ccc(Cl)cc3)c2c1
  . | 21 | 66 | 50 | 106 | 50 | 63 | 107
- N#Cc1c(NC(=O)c2ccccc2I)sc2c1CCCC2
  72 | 49 | 54 | 24 | 16 | 35 | 46 | 42
- O=C(O)CNC(=O)CN1C(=O)c2ccccc2C1=O
  97 | 103 | 82 | 81 | 93 | 92 | 101 | 88
- Cc1cc(C)nc(NS(=O)(=O)c2ccc(Nc3nc(C)c4c(=O)[nH]c(SCc5ccccc5)nc4n3)cc2)n1
  73 | 92 | 79 | 81 | . | 87 | 57 | 85
- O=C(Nc1cccc(Br)c1)Oc1cccc2cccnc12
  83 | -17*[100 µM] | 99 | 14[100 µM] | 99 | 115 | 99 | 102
- Cc1ccc(SCN2CCN(c3cccc(Cl)c3)CC2)cc1
  90 | 90 | 106 | 39 | 97 | 83 | 164 | 114
- Cc1ccc2nc(-[n+]3cc4ccccc4cc3C)ccc2c1
  5.5* | 62 | 43 | 40 | 43 | 45 | 15 | 37
- O=C(Nc1ccccc1)NS(=O)(=O)c1c[nH]c(=S)[nH]c1=O
  115 | 100 | 81 | 113 | 104 | 91 | 103 | 72
- c1ccc(SC23CC4CC(CC(C4)C2)C3)nc1
  73 | 104 | 95 | 102 | 124 | 81 | 97 | 101
- CC(C)Sc1nc(-c2ccccc2)c(C#N)c(N2CCN(C)CC2)n1
  85 | 102 | 105 | 102 | 121 | 110 | 107 | 86
- CC1=CC(=O)C=CC1(C)C(Cl)(Cl)Cl (configuration not stated)
  106 | 100 | 68 | 95 | 98 | 94 | 104 | 85
- O=C(/C=C/c1ccccc1)c1cccc(OCCCCOc2cccc(C(=O)/C=C/c3ccccc3)c2)c1
  86[4.75 µM] | 91[4.75 µM] | 99[4.75 µM] | 112[4.75 µM] | 102[4.75 µM] | 112[4.75 µM] | 12[4.75 µM] | 100[4.75 µM]
- Nc1ncc(-c2ccc3ncnc(N4CCc5cc(F)c(Cl)cc54)c3c2)cc1C=O
  -23* | 4.0* | 7.2* | 18 | 19 | 2.5* | -4.5* | 15
- CC(C)CN1CCC(=O)NC1=S
  94&117 | 116&100 | 103&105 | 104&102 | 104&106 | 124&91 | 100&107 | 107
- CCCCCCCCCCCCCCn1cc(C=C2C(=O)NC(=O)NC2=O)c2cc(Br)ccc21
  110 | 100 | 105 | 100 | 107 | 101 | 102 | 106
- COc1ccc(C2c3c(c4ccccc4[nH]c3=O)Oc3ncn4nc(-c5ccco5)nc4c32)cc1 (configuration not stated)
  83 | 102 | 101 | 96 | 101 | 100 | 99 | 94
- CCOP(=O)(OCC)C(NC(=O)c1ccc(OC)cc1)C(=O)N1CCC(O)CC1 (configuration not stated)
  83 | 91 | 88 | 109 | 130 | 105 | 105 | 92
- ClC(Cl)(Cl)c1ncnc2nc[nH]c12
  119 | 106 | 81 | 111 | 90 | 102 | 108 | 82
- Oc1ccc(-c2nc3ccccc3s2)c(O)c1
  . | 43 | 117 | 87 | 105 | 79 | . | 116
- CC(/C=C/c1ccc(Br)cc1)=N\OCC(=O)Nc1ccccc1
  . | . | 93 | 96 | 98 | 83 | 92 | 96

# Another view of 2 compounds above:
Compound: CCOC(=O)/C(C#N)=C\Nc1ccc2ncnc(Nc3ccc(Cl)cc3)c2c1
  HOP-92: .
  EKVX: 21
  A549/ATCC: 66
  CCRF-CEM: 50
  M14: 106
  MOLT-4: 50
  RPMI-8226: 63
  HOP-62: 107
Compound: N#Cc1c(NC(=O)c2ccccc2I)sc2c1CCCC2
  HOP-92: 72
  EKVX: 49
  A549/ATCC: 54
  CCRF-CEM: 24
  M14: 16
  MOLT-4: 35
  RPMI-8226: 46
  HOP-62: 42

# Following part.
# Values run as follows: HOP-92 | EKVX | A549/ATCC | CCRF-CEM | M14 | MOLT-4 | RPMI-8226 | HOP-62
- C=CCOC(C)OCC=C
  114 | 101 | 78 | 21 | 97 | 100 | 102 | 99
- CC(C)C(C(=O)O)n1c(O)c(/C=C2/C=c3cc4c(cc3=NC2=O)OCO4)sc1=S (configuration not stated)
  . | 99 | 110 | 106 | 103 | 104 | 109 | 115
- CC(C)(C)c1cc(-c2cc(C(C)(C)C)c(O)c(C(C)(C)C)c2)cc(C(C)(C)C)c1O
  89 | 105 | 69 | 90 | 111 | 105 | 79 | 102
- COc1ccc(C(=O)N/N=C/c2cc(OC)c(OC)cc2Br)cc1
  121 | 106 | 106 | 109 | 109 | 111 | 131 | 113
- C[N+](C)(C)CC(=O)N/N=C/c1ccc(Cl)cc1
  . | 93 | 100 | 104 | 122 | 93 | 100 | 108
- CCN(CC)CC#CCO[C@H]1CC[C@H](OCC#CCN(CC)CC)[C@@H]2[C@H]1[C@H]1C[C@@H]3[C@@]4(C)CCCC(C)(C(=O)OC)[C@@H]4CC[C@@]23C=C1C(C)C (some centres not stated)
  46 | 73 | 75 | 77 | 82 | 67 | 49 | 90
- Cc1c(C(N)=O)sc2nc(SCC(=O)n3[nH]c(=O)cc3N)n(Cc3ccccc3)c(=O)c12
  103 | . | 111 | 82 | 99 | 99 | 101 | 97
- CCOC(=O)c1c(Nc2ccccc2)nn2c(-c3ccc(F)cc3)c(C#N)cnc12
  82 | 89 | 97 | 84 | 95 | 105 | 92 | 88
- Nc1nc(N)nc(Nc2ccccc2)n1
  95 | 98 | 96 | 96 | 119 | 94 | 105 | 98
- C[C@@]1([N+](=O)[O-])CC2CCC1C2 (some centres not stated)
  102 | 100 | 88 | . | 100 | 94 | 103 | 107
- COc1cccc(/C=N/NC(=O)c2cnn3c2NC(c2ccccc2)C3)c1Oc1ccccc1 (configuration not stated)
  105 | 94 | 73 | 79 | 50 | 75 | 100 | 74
- COC(=O)[C@H](C(C)C)n1c(=O)c2cc(OC)c(OC)cc2c2cnc3[nH]ccc3c21
  14 | 47 | 41 | 39 | 76 | 1.2* | 55 | 46
- CC(/C=N\NC(=O)C[N+](C)(C)C)=N/NC(=O)C[N+](C)(C)C
  98 | . | 105 | . | 112 | 94 | 105 | 110
- Cc1ccc2nc(-c3ccc(C(=O)NNC(=S)Nc4ccccc4)cc3)[nH]c2c1
  100 | 93 | 101 | 89 | 89 | 83 | 85 | 95
- C=CCc1c(C)nc(NC(C)=O)[nH]c1=O
  104 | 101 | 108 | 100 | 104 | . | 98 | 102
- O=C(Nc1ccc(NC(=O)C(Cl)(Cl)Cl)cc1)C(Cl)(Cl)Cl
  101 | 87 | 95 | 93 | 82 | 90 | 98 | 120
- CN(C)c1ccc(C2N(C)CCN2C)cc1
  107 | 94 | 106 | 109 | 107 | 113 | 103 | 106
- CN(C)c1nc(NCCNS(=O)(=O)c2ccc(C(=O)/C=C/c3ccc(Cl)cc3)cc2)nc(N2CCOCC2)n1
  68 | 50 | 12 | 3.5* | -20* | 3.7* | -23* | 75
- CCOC(=O)c1sc(-c2ccc(OS(=O)(=O)c3ccc(Br)s3)c(C=O)c2)nc1C
  26 | 86 | 76 | 8.7* | 1.9* | 9.3* | . | 20
- COc1cc(C)cc(OC)c1O
  64 | 93 | 92 | 98 | 108 | 104 | 101 | 103
- CN1CCN(Cc2ccc(NC(=O)c3cncc(C#Cc4cnc5ccc(OCC(F)F)nn45)c3)cc2C(F)(F)F)CC1
  -31* | -69* | -62* | 2.1* | -89* | -22* | -22* | -77*

# Filtered by structure, those above containing a carbonyl joined to an NH by a bond outside any ring.
# Values run as follows: HOP-92 | EKVX | A549/ATCC | CCRF-CEM | M14 | MOLT-4 | RPMI-8226 | HOP-62
- N#Cc1c(NC(=O)c2ccccc2I)sc2c1CCCC2
  72 | 49 | 54 | 24 | 16 | 35 | 46 | 42
- O=C(O)CNC(=O)CN1C(=O)c2ccccc2C1=O
  97 | 103 | 82 | 81 | 93 | 92 | 101 | 88
- O=C(Nc1cccc(Br)c1)Oc1cccc2cccnc12
  83 | -17*[100 µM] | 99 | 14[100 µM] | 99 | 115 | 99 | 102
- O=C(Nc1ccccc1)NS(=O)(=O)c1c[nH]c(=S)[nH]c1=O
  115 | 100 | 81 | 113 | 104 | 91 | 103 | 72
- CCOP(=O)(OCC)C(NC(=O)c1ccc(OC)cc1)C(=O)N1CCC(O)CC1 (configuration not stated)
  83 | 91 | 88 | 109 | 130 | 105 | 105 | 92
- CC(/C=C/c1ccc(Br)cc1)=N\OCC(=O)Nc1ccccc1
  . | . | 93 | 96 | 98 | 83 | 92 | 96
- COc1ccc(C(=O)N/N=C/c2cc(OC)c(OC)cc2Br)cc1
  121 | 106 | 106 | 109 | 109 | 111 | 131 | 113
- C[N+](C)(C)CC(=O)N/N=C/c1ccc(Cl)cc1
  . | 93 | 100 | 104 | 122 | 93 | 100 | 108
- Cc1c(C(N)=O)sc2nc(SCC(=O)n3[nH]c(=O)cc3N)n(Cc3ccccc3)c(=O)c12
  103 | . | 111 | 82 | 99 | 99 | 101 | 97
- COc1cccc(/C=N/NC(=O)c2cnn3c2NC(c2ccccc2)C3)c1Oc1ccccc1 (configuration not stated)
  105 | 94 | 73 | 79 | 50 | 75 | 100 | 74
- CC(/C=N\NC(=O)C[N+](C)(C)C)=N/NC(=O)C[N+](C)(C)C
  98 | . | 105 | . | 112 | 94 | 105 | 110
- Cc1ccc2nc(-c3ccc(C(=O)NNC(=S)Nc4ccccc4)cc3)[nH]c2c1
  100 | 93 | 101 | 89 | 89 | 83 | 85 | 95
- C=CCc1c(C)nc(NC(C)=O)[nH]c1=O
  104 | 101 | 108 | 100 | 104 | . | 98 | 102
- O=C(Nc1ccc(NC(=O)C(Cl)(Cl)Cl)cc1)C(Cl)(Cl)Cl
  101 | 87 | 95 | 93 | 82 | 90 | 98 | 120
- CN1CCN(Cc2ccc(NC(=O)c3cncc(C#Cc4cnc5ccc(OCC(F)F)nn45)c3)cc2C(F)(F)F)CC1
  -31* | -69* | -62* | 2.1* | -89* | -22* | -22* | -77*
